# RGS12 GoLoco inh: RGS12 GoLoco-Gai1 interaction inhibition; Potency, µM (doses to about 61.6 µM), for the others: top-dose activity, negative = inhibition, actives largely listed as inhibitors; P63096; 230,000 compounds, 0.44% hits; AID 880; Gai1:RGS12 GoLoco peptide FP, rhodamine, 10 min; active means well fitted inhibition curve with a large enough effect, not every such curve was filed as active; inactive means no such curve, though single readings can be large or run the other way; further: on the % scale 0 is the no-effect control and ±100 the full control effect; nearly all actives have a fitted effect of over 30% in size; many of its hits are not listed in these tables
# Target sequence (P63096 whole entry, looked up): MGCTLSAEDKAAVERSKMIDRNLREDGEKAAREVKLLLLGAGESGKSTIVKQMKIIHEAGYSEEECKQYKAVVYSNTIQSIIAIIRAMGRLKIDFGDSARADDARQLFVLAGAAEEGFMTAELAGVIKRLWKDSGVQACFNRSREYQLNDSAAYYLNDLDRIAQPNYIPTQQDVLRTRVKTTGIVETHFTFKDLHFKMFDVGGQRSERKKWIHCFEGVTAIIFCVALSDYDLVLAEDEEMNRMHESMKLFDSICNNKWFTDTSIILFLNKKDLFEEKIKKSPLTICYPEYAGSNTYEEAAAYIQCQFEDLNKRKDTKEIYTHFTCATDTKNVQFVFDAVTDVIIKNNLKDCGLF
# Lamin A splicing: LMNA splicing modulation. AID 1487. HeLa LMNA splicing GFP/RFP minigene ratio, 48 h. Potency, µM (top dose mostly 46.1 µM), for the others: top-dose ratio change, negative = inhibition, usual class: inhibitors. 200,000 compounds, 0.01% hits; active means well fitted inhibition curve with a large enough effect in the signal ratio, with a control signal flat, not every such curve was filed as active; inconclusive means small, poorly fitted or top-dose-only effect, or effect the other way, or a change in a side signal; the % refers to the signal ratio; further: on the % scale 0 is the no-effect control and ±100 the full control effect
#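 S3 HeLa stable clones carrying a lamin A-EGFP splicing minigene plus DsRed2 were seeded at 600 cells/well in Opti-MEM with 2% FBS, pin-dosed and incubated 48 h at 37°C. Acumen cytometry (488 nm) gave the GFP/RFP total-intensity ratio.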
# TRb SRC2 PPI: inhibitors of human thyroid hormone receptor beta-SRC2 interaction. P10828. TRbeta-SRC2 peptide binding, fluorescence polarization; receptor liganded with 1 µM T3. Potency, µM (highest dose often 106 µM), for the others: top-dose activity change, negative = inhibition, hits mostly inhibitors. 280,000 compounds, 0.065% hits. AID 1469;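 further: plate controls were bound peptide for no effect and peptide without receptor for full effect; nearly all actives have a fitted effect of over 50% in size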
#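 Binding of a 20-amino-acid Texas Red SRC2 peptide (20 nM) to TRb ligand-binding domain (0.6 uM) with agonist T3 at 1 uM was followed by fluorescence polarization after a 5 hr room-temperature incubation.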
# ALDH1A1 block: inhibitors of human aldehyde dehydrogenase 1A1; P00352; Purified ALDH1A1, NADH fluorescence, propionaldehyde substrate; Potency, µM (titrated, usually from 75.3 µM), without a hit: at the top dose activity, negative = inhibition, hits mostly inhibitors; 220,000 compounds, 7.3% hits; AID 1030; active means well fitted inhibition curve with a large enough effect, not every such curve was filed as active; inconclusive means small, poorly fitted or top-dose-only effect, or another doubt; inactive means no such curve, though single readings can be large or run the other way;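 further: plate controls were no enzyme wells and a reference inhibitor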
# Target sequence (P00352 whole entry, looked up): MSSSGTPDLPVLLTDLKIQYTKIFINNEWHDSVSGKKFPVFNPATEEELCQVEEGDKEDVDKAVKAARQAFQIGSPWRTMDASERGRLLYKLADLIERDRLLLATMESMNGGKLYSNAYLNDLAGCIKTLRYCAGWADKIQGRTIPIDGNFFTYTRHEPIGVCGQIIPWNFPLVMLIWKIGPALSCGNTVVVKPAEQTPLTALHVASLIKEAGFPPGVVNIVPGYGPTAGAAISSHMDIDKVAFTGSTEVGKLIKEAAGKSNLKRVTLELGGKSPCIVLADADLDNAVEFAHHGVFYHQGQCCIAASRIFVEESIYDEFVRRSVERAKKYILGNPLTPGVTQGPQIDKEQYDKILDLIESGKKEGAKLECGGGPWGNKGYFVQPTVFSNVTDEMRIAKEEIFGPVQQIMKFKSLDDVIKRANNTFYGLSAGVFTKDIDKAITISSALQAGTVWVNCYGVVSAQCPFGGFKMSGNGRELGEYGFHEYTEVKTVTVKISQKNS
# TR SRC2 fluor cs: counter-screen for TRb-SRC2 inhibitors: fluorescence interference; TRb/SRC2 Texas Red total fluorescence interference; Potency, µM (highest dose often 106 µM), inactives show at the highest dose fluorescence change, negative = quenching; 280,000 compounds, 0.29% hits; AID 1479; active means well fitted curve in either direction with a large enough effect; inconclusive means small, poorly fitted or top-dose-only effect; further: on the % scale 0 is the no-effect control and ±100 the full control effect
#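 Human TRβ ligand-binding domain (0.6 uM) and Texas Red SRC2 peptide (20 nM) in Tris buffer with 1 uM T3 and 5% DMSO were incubated with pinned compound for 5 hr at ambient temperature. Total fluorescence was computed as S + 2P (555/632 nm).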
# RECQ1 inh: blocks DNA unwinding by human RECQ1. Potency, µM (series often up to 57.3 µM), inactives show at the highest dose activity, negative = inhibition, hits mostly inhibitors. 240,000 compounds, 0.54% hits. RECQ1 DNA unwinding, red fluorescence kinetic read;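 further: plate controls were vehicle for no effect and no enzyme for full effect; nearly all actives have a fitted effect of over 30% in size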
#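 RECQ1T1 50 nM; forked duplex (20 bp + 30-nt ss tails) 200 nM, ATP 2 mM final; pH 8.0, 2 mM MgCl2, 2.5 ug/ml poly(dI-dC); 15 min compound preincubation; discontinuous kinetic read over 2 h at RT.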
# SMN2 splice up: enhancers of SMN2 splice variant expression. AID 1458. HEK293 SMN2-luciferase splicing reporter, luminescence, 30-36 h. 210,000 compounds, 2.8% hits. Potency, µM (highest dose often 46.1 µM), for the others: top-dose activity change, positive = activation, usual class: activators; further: % of control where 0% means no effect; nearly all actives have a fitted effect of over 55% in size
#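 qHTS luciferase splicing reporter: luminescence rises when SMN2 exon 7 is included in transfected HEK293 cells. Compound exposure lasted 30-36 h at 37C, with 4.5 mM final sodium butyrate as control, followed by a ONE-Glo read.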
# JMJD2E inh: blocks human JMJD2E demethylase activity. 230,000 compounds, 1.6% hits. JMJD2E catalytic domain, FDH-coupled NADH fluorescence (FDH is formaldehyde dehydrogenase). AID 2147. B2RXH2. Potency, µM (series often up to 57.1 µM), without a hit: top-dose activity change, negative = inhibition, most hits filed as inhibitors; active means well fitted inhibition curve with a large enough effect, not every such curve was filed as active; inconclusive means small, poorly fitted or top-dose-only effect, or another doubt; inactive means no such curve, though single readings can be large or run the other way;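 further: 0% = wells with enzyme and -100% = buffer wells without enzyme; nearly all actives have a fitted effect of over 50% in size; many of its hits are not listed in these tables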
# An asterisk follows results filed as active; i = inactive; u = inconclusive; x = not tested or not shown; & = joins results of further samples; [ ] = dose if it differs, or a comment. Unless noted, the call rests on the fitted dose curve; in most records, active means well fitted curve in the direction sought with a large enough effect; inconclusive means small, poorly fitted or top-dose-only effect, or another doubt; inactive means no such curve, though single readings can be large; an effect the other way counts as inactive or inconclusive. Potency means the concentration at half of the fitted maximal effect.
# Each structure is followed by: RGS12 GoLoco inh	Lamin A splicing	TRb SRC2 PPI	ALDH1A1 block	TR SRC2 fluor cs	RECQ1 inh	SMN2 splice up	JMJD2E inh
> COC(=O)N[C@@H](/C=C/c1ccccc1)[C@@H](C)[N+](=O)[O-]
 : -1.9%	x	0.2%	4.9%	-1.0%	i	12.3%	-13.5%
> O=C1NCCN(Cc2c(F)cccc2Cl)C1CC(=O)N1CCCCO1 (stereo not drawn)
 : 8.8%	x	-11.6%	-15.8%	-5.6%	i	x	-5.1%
> Cc1ccc(C)c(NC(=S)N2CCC(N(C)CC3CCCO3)CC2)c1 (stereo not drawn)
 : -4.9%	9.6%	-2.6%	9.0%	2.7%	0.8%	-9.5%	-2.0%
> O=C(CN1CCN(Cc2ccc3c(c2)OCO3)CC1)Nc1ccc(F)cc1
 : 5.7%	1.6%	4.9%	2.4%	0.6%	2.2%	4.3%	0.4%
> COc1ccc(-n2nnnc2-c2ccccc2)cc1
 : 9.3%	-14.7%	3.3%	9.1%	3.4%	-6.9%	-11.3%	4.9%
> CCc1ccccc1NC(=S)N1CCN(c2ccccn2)CC1
 : 0.1%	-8.3%	-0.7%[53 µM]	-11.9%	-1.4%[53 µM]	i	5.7%	-14.3%
> CC1=NN(C(=O)c2ccc(Cn3nc(C)c([N+](=O)[O-])c3C)o2)C(O)(C(F)(F)F)C1 (stereo not drawn)
 : 3.4%	-4.7%	5.3%	0.5%	-3.9%	6.2%	-26.7%	-0.3%
> COc1cc(OC)nc(-n2ncc(OC)c(Br)c2=O)n1
 : 7.6%	3.6%	-3.4%	-2.3%	-1.8%	-1.2%	-3.1%	7.6%
> COc1ccc(Nc2c(-c3ccc(C)cc3)nc3cnccn23)cc1
 : 3.3%	2.4%[46 µM]	-1.6%	-13.3%	-1.2%	-1.5%	0.5%	-7.8%
> CS(=O)(=O)c1ccc2nc(NC(=O)Cc3ccccc3)sc2c1
 : 2.5%	x	-1.8%	u	1.2%	i	x	0.7%
> CCSc1nnc(NC(=O)c2ccc(C)o2)s1
 : -7.2%	-6.0%	-1.5%	7.6%	2.1%	-2.3%	15.8µM*	-6.1%
> COc1ccc(-c2cn[nH]c2-c2ccc(OCc3ccccc3)cc2O)cc1OC
 : -19.5%	x	8.7%	x	4.8%	-1.2%	x	9.0%
> CNC(=O)CSc1nnc(-c2cccs2)o1
 : 1.5%	-2.2%	-1.7%	2.4%	-2.8%	i	30.2%	-6.0%
> CCCc1nnc(NC(=O)c2cccnc2)s1
 : -1.2%	x	6.3%	x	-1.0%	-6.3%	x	5.9%
> Cc1ccc(OCCN2CCNCC2)c([N+](=O)[O-])c1
 : -4.2%	13.8%	8.2%	-12.0%	0.8%	10.4%	23.2%	u
> CCN=c1scc(-c2cccs2)n1/N=C/c1cc(OC)ccc1O
 : -2.1%	u	5.4%	u	-1.6%	-13.8%	u	-5.6%
> Nc1ccc(N2CCCCC2)c(S(=O)(=O)Nc2ccccc2Cl)c1
 : -6.3%	x	3.6%	x	-0.2%	-16.1%	x	-9.7%
> CC(=O)N1CCC2(CC1)CCN(C(c1ccccc1)c1ccccc1)CC2
 : 5.1%	x	x	17.7%	x	i	-13.4%	x
> CN1CCN(c2ncc3nc(-c4cc(F)cc(F)c4)c(=O)n(Cc4cccs4)c3n2)CC1
 : 8.4%	-4.3%	x	-14.9%	x	-2.1%	x	x
> O=C(NNC(=S)NC1CCCCC1)c1ccccc1O
 : 1.6%	u	-2.1%	-7.5%	-1.7%	-10.0%	-47.7%[inhibitor]	u
> CN(C)CCNC(=S)Nc1cccc(Cl)c1
 : -4.7%	-0.4%	-11.6%	1.3%	-2.4%	-6.3%	-6.3%	8.6%
> Cc1cc(C(=O)N(C)CC(=O)Nc2ccccc2C(F)(F)F)c(C)o1
 : 1.4%	8.7%	-8.4%	u	-2.3%	-8.7%	-1.7%	11.2%
> CCn1cc(C(=O)N2CCN(c3ccccn3)CC2)c(=O)c2cc(S(=O)(=O)N3CCC(C)CC3)ccc21
 : 6.6%	x	-0.4%	-3.9%	-2.3%	0.1%	-1.1%	7.5%
> Cc1cc(C(=O)COc2ncnc3sccc23)c(C)n1C
 : 10.0%	3.2%	-7.9%	-7.7%	-8.0%	-7.2%	11.2µM*	0.6%
> COc1ccc(N2CCN(C(=O)CC34CC5CC(CC(C5)C3)C4)CC2)c([N+](=O)[O-])c1
 : 9.3%	u	-1.7%	u	-5.5%	5.0%	-59.9%[inhibitor]	1.9%
> COc1cc(CC(=O)N/N=C/c2ccc([N+](=O)[O-])cc2)c([N+](=O)[O-])cc1OC
 : -2.6%	-3.1%	-4.5%	u	-2.2%	-9.4%	-4.8%	-12.8%
> Cc1ccc(-c2c[n+]3c(n2-c2ccccc2)CCC3)cc1
 : 6.1%	x	7.3%	x	-1.1%	-5.0%	x	-7.3%
> CC1CCc2nc3sc4c(c3c(N)c2C1)CCCC4 (stereo not drawn)
 : 9.8%	u	-4.0%	-2.5%	-0.5%	-12.2%	u	0.7%
> CC(=O)c1ccc(NC(=S)N2CCCC(C(F)(F)F)C2)cc1 (stereo not drawn)
 : -1.3%	9.3%[46 µM]	2.5%	0.5%	-4.6%	0.3%	u	-2.4%
> CCOc1ncccc1C(=O)Nc1cc(S(=O)(=O)N2CCOCC2)ccc1N1CCCC1
 : 1.4%	x	0.5%	-9.0%	-2.3%	i	12.1%	-0.1%
> CCC1(C)CC2(CCCN(CCC(=O)c3ccccc3)C2)CCO1 (stereo not drawn)
 : 0.9%	-33.0%[9.22 µM]	-1.7%	0.708µM*	-6.7%	-13.1%	3.9%	4.5%
> COc1cc(OC)c2c(-c3ccccc3)cc(=O)oc2c1C(CC(=O)N1CCN(c2ccccc2)CC1)c1ccc2c(c1)OCO2 (stereo not drawn)
 : 1.6%	x	-6.8%	x	1.6%	i	x	-10.6%
> CCOC(=O)c1c(NC(=S)Nc2ccccc2)sc2c1CCN(CCc1ccccc1)C2
 : 109.3%[activator]	29.5%	-4.6%	u	1.3%	18.6%	-16.1%	u
> Fc1ccc(C2=CSC3=NCCN23)cc1
 : 21.9%	u	-1.8%	0.1%	1.9%	i	-1.1%	14.4%
> O=C(CCNC(=O)c1ccccc1Cl)NC1=NCCS1
 : 4.9%	-14.7%[46 µM]	-4.7%	8.5%	-0.1%	-6.4%	6.6%	6.8%
> C[C@@H](O)c1nc2ccccc2n1N
 : -13.5%	-8.3%	-4.6%	2.1%	-1.3%	1.0%	1.9%	-0.1%
> O=C(N/C(=C/c1ccc2c(c1)OCO2)C(=O)N1CCOCC1)c1cccs1
 : -8.9%	4.6%	-1.3%	u	1.8%	-4.3%	-4.8%	2.5%
> CC1=CC(C)(C)N(C(=O)CN2C(=O)c3ccccc3C2=O)c2ccccc21
 : 0.8%	-7.8%	-1.5%	u	-0.3%	-14.9%	-28.7%	-1.7%
> Cc1cc(C)nc(-n2nc(C)cc2NC(=O)c2ccc(S(=O)(=O)N3CCOCC3)cc2)n1
 : 5.8%	x	2.2%	16.5%	-6.5%	-6.7%	x	-1.2%
> CNC(=S)N(CCc1c(C)[nH]c2ccccc12)Cc1ccco1
 : 6.0%	x	-6.9%	-4.9%	-2.0%	-8.5%	7.0%	-24.6%
> CCOC(=O)c1cc2c(ccn2-c2ccc(F)cc2)n1CC(=O)N1CCN(C(=O)c2ccco2)CC1
 : 8.3%	2.3%	-12.2%	-4.4%	0.6%	0.7%	-17.6%	u
> CN(CC(=O)NCCN1CCN(Cc2ccccc2)CC1)S(=O)(=O)c1cccc2nsnc12
 : 2.7%	-0.2%	-3.4%	0.6%	-1.6%	-10.4%	-25.3%	1.0%
> CN(CCO)C(=O)c1cccc2c1-c1ccccc1C2=O
 : 2.7%	3.4%	-1.4%	-9.0%	0.5%	-5.9%	-5.4%	1.0%
> Cc1cc(-c2csc(NC(=O)c3ccc(C#N)cc3)n2)c(C)n1Cc1ccccc1
 : x	u	1.1%	5.2%	-2.3%	-3.1%	x	u
> CCCCCn1c(Sc2nc3ccccc3s2)nc2c1c(=O)[nH]c(=O)n2C
 : 5.7%	u	-8.8%	u	0.9%	7.0%	-47.6%[inhibitor]	-3.0%
> COCCn1c(SCC(=O)NC(=O)NC(C)C)nc2ccccc21
 : x	3.6%	-2.7%	15.5%	1.0%	-0.9%	x	-5.0%
> CCCCc1cc(=O)oc2c(CN(CC)CC)c(O)c(Cl)cc12
 : 11.3%	-12.4%	-8.2%	u	-1.5%	-4.7%	20.3%	u
> CC(/C=C1\SC(=O)N(CC(=O)Nc2cccc(O)c2)C1=O)=C\c1ccccc1
 : 4.7%	u	1.7%	-1.6%	1.1%	u	0.7%	-8.3%
> Cc1ccc(-c2cc(C(=O)Nc3cc(C)on3)c3ccccc3n2)cc1
 : 6.5%	8.5%	4.1%	-13.9%	-1.8%	i	3.0%	4.9%
> N#Cc1ccc(C23CC4(C2)[C@H](CN(P(=O)(c2ccccc2)c2ccccc2)[C@@H]4c2ccccc2)C3c2ccc(Cl)nc2)cc1 (stereo partly drawn)
 : 4.9%&12.8%	x	4.0%&10.9%	0.6%	-2.9%&-2.8%	-15.5%	-31.1%[inhibitor]	-28.2%&-13.2%
> CCCCOc1ccc(S(=O)(=O)Nc2cc(OC)ccc2OC)cc1
 : 0.5%	u	-2.5%	-5.8%	-1.7%	-3.3%	-47.5%[inhibitor]	-0.6%
> O=[N+]([O-])c1cccc(-n2cccc2/C=N/Nc2nc(N3CCCCC3)nc(N3CCCCC3)n2)c1
 : 4.0%	u	2.1%	-1.5%	-1.4%	-14.9%	-15.8%	-2.0%
> O=C(CSc1nc2ccccc2[nH]1)c1ccc(Cl)s1
 : 15.6%	-0.5%	-8.5%	u	-2.3%	-4.9%	x	2.1%
> CC(C)(C)c1ccc(S(=O)(=O)NCCOCC(F)(F)C(F)F)cc1
 : -0.2%	-16.9%	-6.5%	u	-0.2%	i	u	5.2%
> Nc1ccc2ncccc2c1N
 : -0.9%	u	4.9%	-5.8%	-3.0%	-9.2%	-7.7%	-25.7%

# Screening results as filed in PubChem.

# Only part of the results is shown (hit frequency here may not be typical).
